# From PubChem BioAssay
# TNAP inh hiacc = blocks human TNAP under high phosphate acceptor concentration; inhibition, % at 20 µM; purified TNAP, CDP-star luminescence, 1 M DEA; 200,000 compounds, 0.03% hits;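 active means over 50% inhibition of tissue-nonspecific alkaline phosphatase at 20 µM in the single-dose screen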;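 further: plate controls were DMSO wells for no effect and EDTA-quenched wells as full inhibition for full effect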
# Target sequence (P05186 whole entry, looked up): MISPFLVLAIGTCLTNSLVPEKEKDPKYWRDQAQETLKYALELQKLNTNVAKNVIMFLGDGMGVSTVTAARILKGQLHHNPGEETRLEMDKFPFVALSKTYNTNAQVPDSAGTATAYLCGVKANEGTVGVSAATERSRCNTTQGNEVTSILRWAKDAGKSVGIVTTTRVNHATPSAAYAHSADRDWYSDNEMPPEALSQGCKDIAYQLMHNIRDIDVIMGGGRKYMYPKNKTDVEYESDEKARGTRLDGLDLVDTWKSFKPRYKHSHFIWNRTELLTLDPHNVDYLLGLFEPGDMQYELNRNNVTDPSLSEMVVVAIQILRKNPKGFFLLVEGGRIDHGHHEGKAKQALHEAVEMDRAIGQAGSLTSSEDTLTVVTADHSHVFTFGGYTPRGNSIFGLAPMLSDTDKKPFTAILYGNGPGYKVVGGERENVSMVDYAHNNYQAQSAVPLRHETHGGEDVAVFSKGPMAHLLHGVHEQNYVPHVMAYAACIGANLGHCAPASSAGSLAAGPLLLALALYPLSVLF
# TNAP act hi DEA = TNAP (human) activation, high acceptor. AID 1136. activation factor at 20 µM. 200,000 tested, under 10 active. purified TNAP, CDP-star luminescence, 1 M DEA, 30 min; active compounds read high; 0 = EDTA background, 1 = DMSO-only activity. P05186;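 active means activation factor at least 2 at 20 µM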
#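 Measured by: Luminescent substrate turnover signal | Test system: Human TNAP | Input: TNAP 1/800 final | Dosing: 20 µM single point | Schedule: 30 min, room temperature | Controls: EDTA wells as negative control, DMSO wells as positive control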
# PMI activator = increases human mannose-6-phosphate isomerase activity | 190,000 compounds, 0.005% hits | activation factor at 20 µM | purified human PMI, coupled resazurin fluorescence, 20 min; active compounds read high; 1 = vehicle control, 0 substrate-free wells | P34949;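 active means activation factor of 2 or more at 20 µM, relative to plate controls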
# Target sequence (P34949 whole entry, looked up): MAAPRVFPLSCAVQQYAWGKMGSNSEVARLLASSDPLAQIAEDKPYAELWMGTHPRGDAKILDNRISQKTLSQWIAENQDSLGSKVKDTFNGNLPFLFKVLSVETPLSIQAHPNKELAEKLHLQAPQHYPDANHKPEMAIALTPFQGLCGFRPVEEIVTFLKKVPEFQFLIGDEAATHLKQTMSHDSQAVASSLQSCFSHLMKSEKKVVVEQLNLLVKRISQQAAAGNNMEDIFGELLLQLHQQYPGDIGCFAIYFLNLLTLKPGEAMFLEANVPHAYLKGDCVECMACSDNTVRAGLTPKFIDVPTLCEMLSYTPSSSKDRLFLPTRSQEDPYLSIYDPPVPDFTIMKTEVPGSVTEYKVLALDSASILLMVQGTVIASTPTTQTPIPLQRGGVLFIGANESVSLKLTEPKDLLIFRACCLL
# Lmaj promast = inhibitors of Leishmania major promastigote growth | inhibition, % at 10 µM | 200,000 compounds, 9% hits | Leishmania major promastigotes, resazurin fluorescence viability; in the data active means inhibition above about 50%;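 further: promastigotes grown with compound for 44 hours at 28 °C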
# TNAP inh noacc = blocks human TNAP activity with no phosphate acceptor present. P05186. purified TNAP, CDP-star luminescence, 30 min. inhibition, % at 20 µM. 200,000 compounds, 0.26% hits. AID 1012;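 active means tissue-nonspecific alkaline phosphatase inhibition above about 50% at 20 µM in the single-dose screen, limit read from the data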;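 further: 0% = DMSO negative control and 100% = EDTA positive control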
# bIAP inhibitor = blocks bovine intestinal alkaline phosphatase activity. purified bovine IAP, CDP-star luminescence, 30 min. inhibition, % at 20 µM. 190,000 tested, under 10 active. AID 1019;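 active means over 50% inhibition of intestinal alkaline phosphatase at 20 µM in the single-dose screen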
#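 System: purified bovine intestinal alkaline phosphatase (IAP) enzyme; Input: IAP diluted 1/65,000,000 in the well; Measured by: CDP-star luminescence signal; Compound dosing: 20 µM single dose; Incubation: 30 min reaction at room temperature.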
# Diaph inh CS = diaphorase inhibition or chemical oxidation counter-screen; 190,000 compounds, 0.69% hits; inhibition, % at 20 µM; diaphorase resazurin-to-resorufin fluorescence, NADH, 16 min; bacterial (C. kluyveri) enzyme, not human;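 active means primary screen inhibition at 20 µM above a set limit, cut at about 50% in these data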;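 further: plate controls were DMSO with full reaction for no effect and wells lacking NADH for full effect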
#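 Assay system: diaphorase enzyme from Clostridium kluyveri; Input: enzyme working solution with 0.14 U/mL diaphorase; Timing: 16 min at room temperature; Technique: resorufin fluorescence, excitation 544 nm, emission 590 nm; Benchmarks: positive control minus NADH, DMSO neutral control.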
# PMI act hi M6P = PMI (human) activation, high substrate | activation factor at 20 µM | 190,000 compounds, 0.34% hits | AID 1216 | coupled PMI enzyme assay, resazurin fluorescence, 20 min; active compounds read high; 1 = untreated enzyme, 0 = substrate-free blank;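 active means activation factor of 2 or more at 20 µM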
#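 Test system: Human PMI in coupled enzyme assay | Input: 15 ng/mL PMI | Medium: HEPES-buffered pH 7.4 with magnesium and detergent | Compound: One concentration, 20 µM, in 1% DMSO | Incubation: Enzyme reaction with compound 20 min at room temperature | Detection: Diaphorase-driven resazurin-to-resorufin fluorescence, excitation 544, emission 590 nm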
# bIAP activator = intestinal alkaline phosphatase (bovine) activation; activation factor at 20 µM; 200,000 compounds, 0.17% hits; purified bovine IAP, CDP-star luminescence, 30 min; active compounds read high; fold of DMSO-control signal, blank-subtracted;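 active means activation factor of 2 or more at 20 µM, a signal rise over negative controls twice the positive control's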
# Diaph act CS = diaphorase activation or chemical reduction counter-screen | Diaphorase/resazurin coupled assay, resorufin fluorescence, 16 min; active compounds read high; 1 = vehicle wells, 0 = NADH-free wells | activation factor at 20 µM | 190,000 compounds, 0.005% hits | AID 1229;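 active means diaphorase activity raised at least twofold by the compound at 20 µM; inactive means activation factor below 2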
#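 Material: purified diaphorase enzyme from Clostridium kluyveri / Medium: HEPES pH 7.4 buffer with MgCl2 and Tween 20 / Schedule: enzyme reaction of 16 min at room temperature / Measured by: resorufin fluorescence, excitation 544 nm, emission 590 nm / Evaluation: rise in resorufin formation, marking diaphorase activation or chemical reduction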
# The depositor's hits bear a star; · = no result given.
# Each structure is followed by: TNAP inh hiacc	TNAP act hi DEA	PMI activator	Lmaj promast	TNAP inh noacc	bIAP inhibitor	Diaph inh CS	PMI act hi M6P	bIAP activator	Diaph act CS
[1] COC(=O)c1ccc2c(=O)n(CCCCCC(=O)O)c(=O)[nH]c2c1
→ -2	1	1.1	-7	-1	-2	-4	1.1	1	1
[2] COC(=O)CNC(=O)COc1ccccc1
→ -3	1	1	-4	-11	7	4	1	0.9	1
[3] COCCN(C(=O)Cc1cccs1)C(C(=O)NCc1ccc(OC)cc1)c1ccc(OC)cc1 (stereo unspecified)
→ -8	1.1	1	-2	1	-13	-1	1	1.1	1
[4] COc1nnc(-c2ccccc2)s1
→ -6	1.1	1	-8	-10	7	13	0.9	0.9	0.9
[5] N#C/C(=C\c1ccc(-c2cccc([N+](=O)[O-])c2)o1)c1nnc(N2CCOCC2)n1-c1ccccc1
→ 5	1	1	63*	6	4	37	0.6	1	0.6
[6] C[C@H](NC(=O)OC(C)(C)C)c1nnc(SCC(N)=O)o1
→ -5	1.1	1	1	-10	20	14	1	0.8	0.9
[7] Cc1nn2c(NCC(C)C)c3c(nc2c1-c1ccccc1)CCC3
→ -4	1	1	4	-6	3	16	1	1	0.8
[8] Cc1ccc2nc(-c3ccccc3)c(CN3CCOCC3)n2c1
→ 0	1	1	48	-7	-4	4	1	1	1
[9] Cc1ccccc1OCc1nnc(SCC(=O)Nc2ccc3nc(SCC(=O)NC(C)(C)C)sc3c2)n1C
→ -3	1	0.9	3	-9	8	6	1	0.9	0.9
[10] CCCCCCc1cc2cc(C(=O)Nc3ccccc3OC)c(=O)oc2cc1O
→ 6	0.9	1	-7	19	23	5	1.1	0.8	0.9
[11] N#C/C(=C\Nc1ccccc1SC(F)(F)F)c1nc(-c2ccc(Cl)cc2)cs1
→ -4	1	1	-7	-5	10	-2	1	0.9	1
[12] O=C(Nc1cc2c(cc1Br)OCCO2)c1cccs1
→ -7	1.1	0.9	10	-12	24	18	0.9	0.8	0.8
[13] Cc1cccc2c(N)c3c(nc12)CCCC3 (tested in a mixture with another compound)
→ -4	1	1	67*	-6	-13	-23	1	1.1	1.2
[14] COC(=O)c1cc(=O)n(CCc2ccc(OC)c(OC)c2)c(=Nc2ccc(F)c(Cl)c2)s1
→ -2	1	0.9	98*	-4	0	22	0.9	1	0.8
[15] O=C(NC1=NCCS1)c1ccc(N2CCCC2=O)cc1
→ -3	1	1.1	-6	-10	-2	7	1	1	0.9
[16] O=C(Cc1csc(NC(=O)c2ccccc2)n1)NO
→ -2	1	0.3	-2	-31	-18	19	0.9	1.2	0.8
[17] CCOC(=O)CSC1=C(C#N)C(c2ccccc2OC)CC(=O)N1 (stereo unspecified)
→ -4	1	1	3	-12	6	4	0.8	0.9	1
[18] NC(=O)CN1CCN(S(=O)(=O)c2ccc(Cl)cc2)CC1
→ -4	1	1	-2	-4	10	15	1	0.9	0.8
[19] O=C(NC(=S)N1CCc2ccccc21)c1ccccc1
→ -3	1	1	-1	6	·	19	1	0.1	0.8
[20] CC1CCC/C(=N/NC(=O)c2ccccc2-n2cccc2)C1 (stereo unspecified)
→ -3	1	1	6	-10	10	8	1	0.9	0.9
[21] CC(NC(=O)Nc1nccs1)(C(F)(F)F)C(F)(F)F
→ -3	1	1	-2	-7	15	11	1	0.9	0.9
[22] Cc1ccc(CNC(=O)c2ccc(CNc3c(N4CCCC4)c(=O)c3=O)cc2)cc1
→ -3	1	1	-4	-10	-32	-3	1.1	1.3	1
[23] COc1ccc(CC2C(=O)OC(C)(C)OC2=O)cc1
→ -7	1.1	0.9	1	-12	5	12	0.9	0.9	0.9
[24] N=C1C(=O)OCC1c1cc(Cl)ccc1NC(=O)Nc1ccccc1 (stereo unspecified)
→ 1	1	0.9	1	-8	6	21	0.6	0.9	0.8
[25] O=C(Nc1ccc(N2CCOCC2)cc1)c1ccc2c(c1)OCO2
→ -7	1.1	0.9	0	-10	-1	12	1	1	0.9
[26] O=C(Cn1ncc2c1-c1ccccc1OC2)Nc1ccc(Cl)cn1
→ -1	1	1	1	-10	15	5	1	0.8	0.9
[27] COCC(C)n1c(SCc2nc(N)nc(Nc3ccccc3C)n2)nc2ccccc2c1=O (stereo unspecified)
→ -1	1	0.9	7	-2	3	15	1	1	0.9
[28] CCN(CC)c1ncc(C)c(=O)[nH]1
→ -6	1.1	0.8	-5	-16	4	9	0.8	1	0.9
[29] CC(C)CNC(=S)NC(=O)c1ccc(F)cc1
→ 4	1	1	-2	-1	-3	10	1	1	0.9
[30] COc1ccc(-c2c(C)oc3ccc(C)cc23)cc1
→ -2	1	0.9	-2	-6	16	14	0.9	0.8	0.9

31	CCN(c1ccccc1)S(=O)(=O)c1ccc(Cl)c(NC(=O)Nc2ccc(Cl)cc2C#N)c1
32	O=C(C(c1ccccc1)c1ccccc1)N1CCN(CC(O)COc2ccccc2)CC1 (stereo unspecified)
33	O=C(NNC1CC(=O)N(c2ccc3c(c2)OCCO3)C1=O)c1ccccc1 (stereo unspecified)
34	CCn1c(N)nc2ccccc21
35	CC(C)CCOc1ccc(C(=O)NCCC(=O)N2CCOCC2)cc1
36	CC1CCC(C(C)C)C(OC(=O)COC(=O)c2cccn2C)C1 (stereo unspecified)
assay / entry | 31 | 32 | 33 | 34 | 35 | 36
TNAP inh hiacc | -5 | -2 | -4 | -3 | -7 | -5
TNAP act hi DEA | 1 | 1 | 1 | 1 | 1.1 | 1.1
PMI activator | 0.9 | 0.9 | 0.9 | 1.1 | 0.9 | 0.8
Lmaj promast | 49 | 9 | -4 | 29 | 0 | 12
TNAP inh noacc | -6 | -8 | -10 | 5 | -11 | -9
bIAP inhibitor | -2 | -18 | 6 | 4 | -6 | -3
Diaph inh CS | 17 | 16 | 3 | 1 | 9 | 17
PMI act hi M6P | 0.9 | 1 | 1 | 1.1 | 1 | 0.8
bIAP activator | 1 | 1.2 | 0.9 | 1 | 1.1 | 1
Diaph act CS | 0.8 | 0.8 | 1 | 1 | 0.9 | 0.8

37	CC(Oc1ccccc1Cl)c1nnc(N)s1 (stereo unspecified)
38	Cn1c(Cn2nnc3ccccc32)nnc1SCC(=O)Nc1nccs1
39	CCOC(=O)C1(CCc2ccccc2)CCN(Cc2nccn2CC)CC1
40	CCOC(=O)N1CCN(C(=O)CN(c2cccc(C(F)(F)F)c2)S(=O)(=O)c2ccccc2)CC1
41	O=C(Cn1nnc2ccccc21)OCC(=O)c1ccc(Cl)c(Cl)c1
42	CC1=NOC(=O)/C1=C/c1ccc(-c2ccc(Cl)cc2)o1
assay / entry | 37 | 38 | 39 | 40 | 41 | 42
TNAP inh hiacc | -6 | 5 | -7 | -2 | 1 | -3
TNAP act hi DEA | 1.1 | 0.9 | 1.1 | 1 | 1 | 1
PMI activator | 1 | 0.9 | 0.9 | 0.9 | 1.1 | 0.8
Lmaj promast | 2 | -7 | 31 | 6 | -17 | 100*
TNAP inh noacc | -9 | -8 | -6 | -4 | -1 | -1
bIAP inhibitor | 11 | 15 | -5 | -1 | -4 | ·
Diaph inh CS | 1 | 0 | 7 | 14 | 13 | 16
PMI act hi M6P | 1 | 0.9 | 1 | 1 | 1.2 | 0.9
bIAP activator | 0.9 | 0.9 | 1 | 1 | 1 | 0.3
Diaph act CS | 1 | 1 | 0.9 | 0.9 | 0.9 | 0.8

# A different layout for some results above.
41	O=C(Cn1nnc2ccccc21)OCC(=O)c1ccc(Cl)c(Cl)c1
  TNAP inh hiacc = 1
  TNAP act hi DEA = 1
  PMI activator = 1.1
  Lmaj promast = -17
  TNAP inh noacc = -1
  bIAP inhibitor = -4
  Diaph inh CS = 13
  PMI act hi M6P = 1.2
  bIAP activator = 1
  Diaph act CS = 0.9

42	CC1=NOC(=O)/C1=C/c1ccc(-c2ccc(Cl)cc2)o1
  TNAP inh hiacc = -3
  TNAP act hi DEA = 1
  PMI activator = 0.8
  Lmaj promast = 100*
  TNAP inh noacc = -1
  bIAP inhibitor = ·
  Diaph inh CS = 16
  PMI act hi M6P = 0.9
  bIAP activator = 0.3
  Diaph act CS = 0.8

# Nothing new here: entries from further up.
32	O=C(C(c1ccccc1)c1ccccc1)N1CCN(CC(O)COc2ccccc2)CC1 (stereo unspecified)
33	O=C(NNC1CC(=O)N(c2ccc3c(c2)OCCO3)C1=O)c1ccccc1 (stereo unspecified)
34	CCn1c(N)nc2ccccc21
35	CC(C)CCOc1ccc(C(=O)NCCC(=O)N2CCOCC2)cc1
36	CC1CCC(C(C)C)C(OC(=O)COC(=O)c2cccn2C)C1 (stereo unspecified)
37	CC(Oc1ccccc1Cl)c1nnc(N)s1 (stereo unspecified)
38	Cn1c(Cn2nnc3ccccc32)nnc1SCC(=O)Nc1nccs1
39	CCOC(=O)C1(CCc2ccccc2)CCN(Cc2nccn2CC)CC1
assay / entry | 32 | 33 | 34 | 35 | 36 | 37 | 38 | 39
TNAP inh hiacc | -2 | -4 | -3 | -7 | -5 | -6 | 5 | -7
TNAP act hi DEA | 1 | 1 | 1 | 1.1 | 1.1 | 1.1 | 0.9 | 1.1
PMI activator | 0.9 | 0.9 | 1.1 | 0.9 | 0.8 | 1 | 0.9 | 0.9
Lmaj promast | 9 | -4 | 29 | 0 | 12 | 2 | -7 | 31
TNAP inh noacc | -8 | -10 | 5 | -11 | -9 | -9 | -8 | -6
bIAP inhibitor | -18 | 6 | 4 | -6 | -3 | 11 | 15 | -5
Diaph inh CS | 16 | 3 | 1 | 9 | 17 | 1 | 0 | 7
PMI act hi M6P | 1 | 1 | 1.1 | 1 | 0.8 | 1 | 0.9 | 1
bIAP activator | 1.2 | 0.9 | 1 | 1.1 | 1 | 0.9 | 0.9 | 1
Diaph act CS | 0.8 | 1 | 1 | 0.9 | 0.8 | 1 | 1 | 0.9

40	CCOC(=O)N1CCN(C(=O)CN(c2cccc(C(F)(F)F)c2)S(=O)(=O)c2ccccc2)CC1
41	O=C(Cn1nnc2ccccc21)OCC(=O)c1ccc(Cl)c(Cl)c1
42	CC1=NOC(=O)/C1=C/c1ccc(-c2ccc(Cl)cc2)o1
assay / entry | 40 | 41 | 42
TNAP inh hiacc | -2 | 1 | -3
TNAP act hi DEA | 1 | 1 | 1
PMI activator | 0.9 | 1.1 | 0.8
Lmaj promast | 6 | -17 | 100*
TNAP inh noacc | -4 | -1 | -1
bIAP inhibitor | -1 | -4 | ·
Diaph inh CS | 14 | 13 | 16
PMI act hi M6P | 1 | 1.2 | 0.9
bIAP activator | 1 | 1 | 0.3
Diaph act CS | 0.9 | 0.9 | 0.8

# Compounds as they come; any-hit rate near 10%.
